UHRF1 binding = UHRF1 methyl-DNA binding inhibition; UHRF1 binding to methylated oligo, TR-FRET; inhibition, % at 4.4 µM; 0.75% of 370,000 active; AID 687016; in the data active = inhibition above about 21%;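 note: UHRF1 SRA domain binding a hemimethylated CpG hairpin DNA probe; 0% = median of test compound wells and 100% = reference inhibitor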
ASAP1 inh = ASAP1 ArfGAP inhibition | Q9ULH1 | ASAP1-stimulated ARF1 GTP hydrolysis, GDP FP detection | inhibition, % at 16.5 µM | 0.19% of 360,000 active | AID 624377; in the data active = inhibition above about 25%;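 note: 0% = vehicle with enzyme and substrate and 100% = no enzyme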
HGIII-sPLA2 inh = Inhibits HGIII-sPLA2 liposome hydrolysis, primary screen; Q9NZ20; QFRET BODIPY PC-A2 liposome hydrolysis, fluorescence; inhibition, % at 12.2 µM; 0.56% of 370,000 active; AID 743126;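 active = inhibition above mean plus 3 SD of compounds lying within the high and low control bounds, cut at about 19% in these data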;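 note: 0% = median of test compound wells and 100% = no enzyme DMSO wells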
Target sequence (Q9NZ20 whole entry, looked up): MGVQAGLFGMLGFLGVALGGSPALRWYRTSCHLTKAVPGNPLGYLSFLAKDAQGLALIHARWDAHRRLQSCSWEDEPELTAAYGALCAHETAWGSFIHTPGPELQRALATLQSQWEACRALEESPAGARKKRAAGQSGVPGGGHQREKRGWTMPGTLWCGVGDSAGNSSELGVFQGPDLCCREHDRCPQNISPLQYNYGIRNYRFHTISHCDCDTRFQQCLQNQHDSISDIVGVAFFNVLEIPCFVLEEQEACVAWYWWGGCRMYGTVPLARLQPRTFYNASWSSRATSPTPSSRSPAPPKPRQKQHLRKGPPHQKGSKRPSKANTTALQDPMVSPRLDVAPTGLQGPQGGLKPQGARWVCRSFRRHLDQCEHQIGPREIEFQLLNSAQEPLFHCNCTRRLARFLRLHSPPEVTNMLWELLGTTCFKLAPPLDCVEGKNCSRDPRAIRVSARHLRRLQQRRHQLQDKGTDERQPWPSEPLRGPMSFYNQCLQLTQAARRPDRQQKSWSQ
DDE Tn7 FP inh = DD(E)-Tn7 binding inhibition, primary FP screen; P02675; 0.13% of 370,000 active; AID 720508; inhibition, % at 8.3 µM; FP displacement of FITC-Tn7 peptide from fibrin DD(E); 0% = median of compound wells per plate;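 active = inhibition above the mean of compounds falling within the control limits plus 3 SD of them, cut at about 14% in these data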;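 note: 0% = plate median of compound wells and 100% = 10 µM Aha-Tn7 peptide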
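Assay system: Fibrin-DD(E) protein isolated from polymerized human fibrin clots; read-out basis: percent inhibition; medium: Tris/NaCl/CaCl2 buffer, pH 7.8; signal: FP measurement; incubation: 10 min plus 3 h, room temperature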
Rev-erbA mod = modulates human Rev-erb alpha binding to DNA. Rev-erbα–FITC-DNA binding, fluorescence polarization, 90 min. activity, % at 10 µM. 0.79% of 370,000 active;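 active = activity above about 14%, limit read from the data; passing the limit was not always enough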;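 note: 0% = DMSO wells with 35 nM protein and 100% = DMSO wells with 750 nM protein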
proKLK7 act = activators of human kallikrein-7 zymogen; purified proKLK7, EDANS-DABCYL substrate fluorescence; 100% is mature enzyme control, 0% vehicle; P49862; 0.9% of 370,000 active; activation, % at 7 µM; AID 652039;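 active = activation above the mean of all tested compounds plus 3 SD, computed per campaign excluding outliers beyond control limits, cut at about 13% in these data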
Target sequence (P49862 whole entry, looked up): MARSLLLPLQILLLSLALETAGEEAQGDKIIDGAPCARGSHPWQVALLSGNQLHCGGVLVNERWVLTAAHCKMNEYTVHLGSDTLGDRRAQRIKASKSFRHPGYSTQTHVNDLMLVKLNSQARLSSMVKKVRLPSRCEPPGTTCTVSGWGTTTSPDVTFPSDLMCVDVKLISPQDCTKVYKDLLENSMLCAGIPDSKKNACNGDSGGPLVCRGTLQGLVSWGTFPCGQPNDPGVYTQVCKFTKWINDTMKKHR
Tn6 DDE FP = disrupts Tn6 cyclic peptide binding to fibrin D-Dimer-E complex; 0.21% of 370,000 active; AID 720509; Fibrin DD(E) TRITC-Tn6 fluorescence polarization displacement; inhibition, % at 8.3 µM;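 active = inhibition above a per-campaign cutoff: mean of compounds within control limits plus 3 SD, cut at about 15% in these data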;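 note: 0% = median of all compound wells on the plate and 100% = blocking peptide control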
ARFGAP1 inhibitor = inhibitors of rat ARFGAP1; Q62848; 0.26% of 360,000 active; inhibition, % at 16.5 µM; Arfgap1-stimulated ARF1 GTP hydrolysis, GDP FP detection;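 active = inhibition above a per-plate limit, mean inhibition of low control wells plus 3 SD, cut at about 25% in these data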;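 note: 0% = DMSO wells with enzyme and 100% = wells lacking Arfgap1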
Target sequence (Q62848 1-136 limits assumed): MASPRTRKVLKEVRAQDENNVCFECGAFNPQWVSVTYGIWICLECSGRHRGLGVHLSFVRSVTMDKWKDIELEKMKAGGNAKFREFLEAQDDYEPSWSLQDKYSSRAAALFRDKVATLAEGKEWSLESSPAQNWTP
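material = rat Arfgap1 catalytic domain, aa 1-136 | also added = human ARF1(Δ1-17)-GTP substrate | compound dosing = one concentration, 16.5 µM, DMSO 1.26% | times = GTP hydrolysis reaction 2 h at 25 °C | measured by = FP, GDP Alexa 633 tracer displaced from anti-GDP antibody, 620/688 nm | evaluation = percent inhibition of Arfgap1-stimulated GTP hydrolysis | replication = single well per compound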
PLCg1 inh = inhibitors of human phospholipase C gamma1; P19174; 0.84% of 370,000 active; inhibition, % at 12.2 µM; purified PLC-gamma1, fluorogenic substrate, fluorescence; AID 720700; in the data active = inhibition above about 9.5%
PLCb3 inh = inhibitors of human phospholipase C beta3; Q01970; Purified PLC-beta3, fluorogenic substrate, fluorescence; inhibition, % at 12.2 µM; 0.18% of 370,000 active; AID 720704; in the data active = inhibition above about 11%;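 note: 0% = median of compound wells on plate and 100% = full blocker control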
Active calls of the source: *; x = not tested or not shown.

SMILES | UHRF1 binding | ASAP1 inh | HGIII-sPLA2 inh | DDE Tn7 FP inh | Rev-erbA mod | proKLK7 act | Tn6 DDE FP | ARFGAP1 inhibitor | PLCg1 inh | PLCb3 inh
Cc1cnc(C(=O)OC(C)C(=O)NC2CCCc3ccccc32)cn1 (stereo not drawn) | -1.0 | -10.5 | 4.5 | -4.3 | 1.8 | -0.1 | -2.4 | 7.9 | 1.5 | -1.6
COc1cc([N+](=O)[O-])cc([N+](=O)[O-])c1NC(=O)N1CCOCC1 | -5.1 | -3.4 | 4.5 | 6.6 | 0.7 | 0.4 | 2.5 | 8.6 | -5.0 | -17.4
Cc1cc(C(F)(F)F)n(-c2nc(C(=O)NN)cs2)n1 | 1.3 | -4.4 | 6.8 | 2.7 | 1.1 | 0.3 | 4.5 | 0.9 | 2.6 | -14.2
Cc1ccc(-n2ncc3c2CCCC3NC(=O)c2ccoc2)cc1C (stereo not drawn) | 1.1 | -2.6 | -0.2 | -0.2 | 0.8 | 0.1 | 1.6 | 5.9 | 0.0 | -3.0
CCOC(=O)CC[C@@H]1CC[C@]2(CCCN(S(=O)(=O)c3ccccc3)C2)O1 | -2.0 | x | 0.6 | -2.9 | 6.3 | -0.2 | -9.8 | x | -1.1 | 0.1
COc1ccc(N(C(=O)c2ccco2)S(=O)(=O)c2cccs2)cc1 | -0.5 | -6.9 | -6.9 | 6.1 | -2.3 | 0.2 | -0.1 | 4.2 | -0.2 | 2.6
COCCNc1ncnc2c1ncn2[C@H]1CN(Cc2ccc(F)cc2)C[C@@H](CO)O1 | -0.9 | 15.5 | 8.6 | -4.1 | -5.1 | -0.4 | 3.5 | 2.4 | -0.7 | -2.3
O=C1OC(/C=C/c2ccccc2)=NC/1=C\c1cccnc1 | -1.5 | -6.3 | -2.6 | 4.5 | -1.4 | 0.8 | 5.7 | -4.0 | 0.3 | -2.4
Cc1ccc(C)c(SCC(=O)OCC(=O)NCc2ccccc2)c1 | -3.0 | -2.2 | -14.9 | -4.9 | -1.4 | -1.4 | 2.5 | -4.4 | -1.4 | 1.4
COc1ccccc1NS(=O)(=O)c1ccc2oc(SC)nc2c1 | 1.9 | 1.6 | -7.0 | -251.7 | -3.9 | 0.1 | -47.2 | -2.6 | 1.9 | -4.9
COc1cc(Cl)ccc1OCc1cc(C(=O)N(C)Cc2nnc(C)o2)no1 | -0.4 | 3.0 | 5.7 | 0.1 | -2.8 | 0.5 | 1.3 | -1.6 | 0.7 | -6.1
O=[N+]([O-])c1ccc(NCCOc2ccccc2Cl)nc1 | 1.5 | -2.6 | 8.4 | -4.8 | 5.5 | 0.5 | 1.9 | 0.1 | 2.9 | -2.8
CC1(C(=O)NS(=O)(=O)C2CC2)CCCN(C(=O)c2ccc(F)c(Cl)c2)C1 (stereo not drawn) | -3.0 | 8.8 | 7.0 | 3.0 | -4.7 | 0.5 | -3.8 | -25.2 | -2.0 | 3.3
CN(C)C(=O)c1cccc(-c2cnc3c(NC=O)cc(-c4cccc(C(F)(F)F)c4)cn23)c1 | -3.6 | -19.6 | -5.3 | 0.3 | 1.8 | -0.9 | -8.1 | 8.7 | -35.9 | -44.8
O=c1cc(O)n(Cc2ccc(F)cc2)c(=O)[nH]1 | -0.2 | 3.7 | -7.2 | -1.0 | 1.8 | 0.1 | 1.3 | -2.1 | -3.0 | -10.0
CCCn1c(=S)[nH]c2cc(C(=O)N3CCN(c4ccc(F)cc4)CC3)ccc2c1=O | 2.0 | 2.8 | 5.0 | -5.3 | 3.0 | 0.8 | 1.5 | -1.4 | 0.9 | 1.2
COCCn1c(SCC(=O)Nc2ccc(NC(=O)c3ccco3)c(OC)c2)nc2ccccc2c1=O | -1.9 | -4.2 | 11.4 | 6.0 | -3.6 | 0.9 | -3.7 | -4.2 | 1.9 | 2.2
O=C(CCNS(=O)(=O)c1cccs1)NC1CCN(Cc2ccccc2)CC1 | -0.8 | -4.6 | 0.6 | 7.0 | 3.5 | -0.6 | -2.8 | -6.5 | 0.6 | 0.0
COc1ccccc1-c1ccc2c(c1)C(C)(Cc1cc(Cl)ccc1C(F)(F)F)C(=O)N2 (stereo not drawn) | 1.6 | 8.7 | -8.5 | 7.8 | 43.0* | 0.7 | -2.1 | -0.2 | -1.6 | 1.5
Cc1ccccc1OCC(=O)NCCCNC(=O)c1ccco1 | 3.1 | 23.1 | 13.2 | 7.3 | 2.0 | 0.0 | -6.3 | -6.4 | 0.7 | -6.0
CCn1c(CNC(=O)c2cc(OC)c(OC)c(OC)c2)cc2ccccc21 | -0.4 | -5.3 | -21.6 | 1.2 | 4.2 | 0.6 | 2.3 | -12.7 | 2.6 | -6.7
C[C@H](CO)N1C[C@H](C)[C@@H](CN(C)Cc2cccc(F)c2)Oc2cc(-c3cccc(C#N)c3)ccc2S1(=O)=O | 1.1 | 7.7 | -9.8 | 4.7 | 3.0 | 0.2 | -0.2 | 11.2 | -0.1 | 1.6
CCc1ccc(C(=O)C(C)OC(=O)c2nn(C)c(=O)c3ccccc23)cc1 (stereo not drawn) | -1.9 | 7.1 | -2.5 | 9.2 | 2.7 | 0.1 | 5.7 | -12.0 | -1.6 | -7.6
c1ccc2c(-c3cc(NCc4ccncc4)n4nccc4n3)cccc2c1 | 0.0 | -3.8 | -1.9 | 3.6 | -1.2 | -0.5 | 4.6 | -1.1 | -42.0 | -63.5
Cc1cc(C)n(-c2nc3ccccc3c(=O)n2OCC(=O)OCc2ccccc2)n1 | 0.0 | -7.7 | -1.2 | -11.2 | -2.3 | 0.5 | 0.9 | 15.7 | 3.6 | 0.5

The closing two compounds of the section above are carried over, then new ones follow:
SMILES | UHRF1 binding | ASAP1 inh | HGIII-sPLA2 inh | DDE Tn7 FP inh | Rev-erbA mod | proKLK7 act | Tn6 DDE FP | ARFGAP1 inhibitor | PLCg1 inh | PLCb3 inh
c1ccc2c(-c3cc(NCc4ccncc4)n4nccc4n3)cccc2c1 | 0.0 | -3.8 | -1.9 | 3.6 | -1.2 | -0.5 | 4.6 | -1.1 | -42.0 | -63.5
Cc1cc(C)n(-c2nc3ccccc3c(=O)n2OCC(=O)OCc2ccccc2)n1 | 0.0 | -7.7 | -1.2 | -11.2 | -2.3 | 0.5 | 0.9 | 15.7 | 3.6 | 0.5
CN(C)C(=O)N1CCCC(C(=O)NCc2ccccc2Cl)C1 (stereo not drawn) | 0.1 | -4.4 | -0.8 | -4.2 | -6.0 | -0.1 | -3.0 | -2.7 | 3.6 | 0.7
CC(NC=C1C(=O)OC(C)(C)OC1=O)C(=O)O (stereo not drawn) | 4.1 | 6.8 | 17.7 | -1.2 | -0.7 | 0.5 | -0.3 | 6.8 | 4.8 | -3.1
CN(c1ccccc1C(=O)Nc1cccc([N+](=O)[O-])c1)S(C)(=O)=O | -0.4 | 0.9 | 6.9 | -8.4 | 1.6 | -0.5 | 6.9 | 10.0 | 9.9* | 1.7
CC(C)NC(=O)c1onc(CSc2ccncc2)c1C(=O)NC(C)C | 0.3 | -10.2 | 15.1 | 0.6 | 1.6 | 0.0 | -3.5 | 3.1 | 3.2 | 1.4
CCOc1ccccc1C1C(C#N)=C(N)SC(N)=C1C#N | -3.6 | 11.0 | -16.4 | 0.8 | 7.6 | -1.7 | 3.2 | -7.5 | -74.3 | -92.9
COc1ccc(CNC(=O)CN(C(=O)CCC(=O)Nc2ccccn2)c2cccc(C)c2)cc1 | 3.1 | 11.8 | 9.3 | 8.4 | -4.5 | 0.6 | 7.1 | 12.6 | 0.6 | -1.6
COC(=O)c1[nH]c2ccccc2c1NC(=O)/C=C/c1ccc2c(c1)OCO2 | 5.6 | 18.2 | -13.2 | -8.8 | -1.9 | -0.3 | -5.0 | 4.0 | 1.7 | 2.3
Cc1ccc(-n2nc(C(=O)NCc3ccc(C)o3)c3c4ccccc4n(C)c3c2=O)cc1 | 3.6 | -7.2 | 8.5 | 1.1 | 2.0 | -0.9 | -5.4 | 4.2 | -5.1 | -17.0
C=CCn1c(SCC(=O)Nc2cccnc2Cl)nnc1-c1ccccc1F | -1.3 | -8.2 | -11.0 | 1.6 | -2.1 | 0.0 | 0.4 | 2.9 | 0.5 | 1.8
CCC(CO)Oc1cc(NCc2ccc(Cl)cc2)c2ncn(C(C)C)c2c1 (stereo not drawn) | -5.6 | -3.7 | -3.9 | 4.0 | 1.4 | -0.3 | 6.0 | 7.5 | -46.6 | -56.9
CCOC(=O)C1=C(C)NC(C)=C(C(=O)OCC)C1C(=O)OCC(=O)N1CC(C)OC(C)C1 (stereo not drawn) | 1.4 | 10.0 | 1.8 | -1.4 | 3.1 | 3.6 | -5.3 | -5.0 | -124.9 | -164.6
CCOC(=O)C1(C)C=C(Nc2ccc(NC(C)=O)cc2)C(=O)N1c1ccc(NC(C)=O)cc1 (stereo not drawn) | -1.7 | -2.5 | -14.2 | -3.1 | -2.1 | 0.4 | 4.7 | 3.0 | -7.1 | -9.4
COc1ccc(CNC(=O)[C@H](Cc2ccccc2)NC(=O)C2CCN(C(=O)[C@H](C)N)CC2)cc1 | -0.6 | -9.7 | -3.9 | 2.8 | -2.4 | 0.3 | -2.5 | 0.7 | 0.0 | 1.3
O=C(N=C1c2ccccc2CN1c1ccc(F)cc1)c1ccc(Cl)nc1 | -1.1 | 8.2 | 7.5 | -3.1 | -5.7 | -0.4 | 1.5 | -4.9 | -6.1 | -3.6
CCOc1cc(C(=O)NCC2CCCO2)cc(OCC)c1OCC (stereo not drawn) | 4.0 | 8.3 | 1.2 | -0.1 | -8.5 | -1.3 | -4.0 | -4.2 | 1.5 | 4.3
C[C@@H]1CN([C@@H](C)CO)C(=O)c2cc(N(C)C)ccc2O[C@@H](C)CCCCO[C@@H]1CN(C)Cc1ccc2c(c1)OCO2 | 1.4 | -8.3 | 15.0 | -0.2 | -2.4 | 0.7 | -2.1 | 0.6 | -34.1 | -46.7
C/C(CCC(C)C)=N\NC(=O)COc1ccccc1-c1ccccc1 | -1.8 | 4.0 | -11.6 | -7.2 | 9.9 | -0.7 | 2.6 | -8.4 | 3.7 | 0.6
O=C(NC1CCCCC1)C(c1ccco1)N(C(=O)c1csnn1)c1cccc(Cl)c1 (stereo not drawn) | -3.5 | -8.5 | -4.2 | 4.3 | -0.4 | 0.1 | -6.2 | -0.7 | -0.8 | -3.7
COCC(C)n1c(C)cc(C(=O)CSc2cc(C)c3ccccc3n2)c1C (stereo not drawn) | 0.7 | 10.3 | -9.9 | 3.6 | 0.7 | 1.2 | -4.4 | 6.2 | -6.2 | 1.1
N/C(=N\N=C\c1ccnc2ccccc12)SC1CC(=O)N(c2ccc(Br)cc2)C1=O (stereo not drawn) | -0.2 | 60.9* | -6.3 | -0.3 | -0.2 | 0.5 | -4.4 | 10.8 | 1.2 | 4.2
COc1ccc(/C=C/c2nc(S(=O)(=O)c3ccccc3)c(N(C)C)o2)cc1OC | -1.4 | -5.4 | 2.2 | -4.1 | -5.0 | -6.4 | 0.6 | 11.7 | -30.5 | -56.2
N=c1c2c(ncn1Cc1ccco1)Oc1ccc3ccccc3c1C2c1ccccc1 (stereo not drawn) | 2.0 | 8.5 | -17.2 | -4.4 | -14.0 | 0.1 | -6.5 | -0.2 | -0.7 | -7.0
N#CC1=C(SCc2ccccc2)NC(=O)CC1c1ccco1 (stereo not drawn) | -5.4 | -4.8 | -8.6 | 7.4 | -4.7 | 0.1 | 4.7 | -17.1 | -9.7 | -13.7
